# DRD3 agonist – qHTS of D3 Dopamine Receptor Agonist: qHTS; D(3) dopamine receptor (Homo sapiens), P35462; D3R DiscoveRx beta-arrestin cells, luminescence, 90 min; max activation, %; 410,000 compounds, 0.58% hits; AID 652048, 2013; in the data active = max activation above about 30%; also: 0% is about no effect; mostly tested at two doses, the higher about 12 µM
#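 Agonist-mode cell screen: cells plated at 1500/well and incubated overnight at 37 °C, then exposed to library compounds for 90 min at 37 °C. Detection reagent was added for 30–60 min at room temperature, and luminescence was read.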
# DRD3 antagonist – qHTS of D3 Dopamine Receptor Antagonist: qHTS | D(3) dopamine receptor (Homo sapiens), P35462 | D3R cells, DiscoveRx beta-arrestin luminescence, antagonist mode; stronger effect = lower value | max response, negative = inhibition, % | 360,000 compounds, 2.5% hits; in the data active = max response below about -50%; inconclusive = no clear call, values can overlap the other calls; also: % is scaled to controls: 0 for no effect and ±100 for the full control effect; mostly tested at two doses, the higher about 12 µM
#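 Cells plated overnight at 1500 cells/well, then exposed to library compounds with dopamine controls for 90 minutes at 37 degrees C. DiscoveRx reagent added for 30–60 minutes at room temperature; luminescence read, quantitative HTS format.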
# GLP1R ag – qHTS of GLP-1 Receptor Agonists; Glucagon-like peptide 1 receptor (Homo sapiens), P43220; Potency, µM (series often up to 45.6 µM), for inactives: at the top dose activation, hits mostly activators; 380,000 compounds, 0.007% hits; HEK293 GLP-1R CRE-luciferase, luminescence, 4-6 h; cells express a hypersensitive GLP-1R form; also: potency is read from the fitted curve at half-maximal effect; % of control where 0% means no effect
# Target sequence (P43220 whole entry, looked up): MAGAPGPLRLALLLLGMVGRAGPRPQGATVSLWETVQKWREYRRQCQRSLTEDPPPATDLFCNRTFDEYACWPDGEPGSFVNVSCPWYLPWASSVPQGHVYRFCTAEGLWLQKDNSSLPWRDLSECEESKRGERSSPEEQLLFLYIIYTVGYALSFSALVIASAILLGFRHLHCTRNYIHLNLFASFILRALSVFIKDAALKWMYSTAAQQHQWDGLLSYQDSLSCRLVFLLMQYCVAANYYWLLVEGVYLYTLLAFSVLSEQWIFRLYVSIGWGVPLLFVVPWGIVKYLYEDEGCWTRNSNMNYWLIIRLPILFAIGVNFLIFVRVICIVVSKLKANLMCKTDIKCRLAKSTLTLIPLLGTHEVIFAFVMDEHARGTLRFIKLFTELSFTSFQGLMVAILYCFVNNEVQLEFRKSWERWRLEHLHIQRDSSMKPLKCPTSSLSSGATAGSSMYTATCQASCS
# KB-V1 MDR tox – qHTS assay for MDR1-selective chemotherapeutics: Primary screen using the drug-selected MDR subline cells KB-V1; KB-V1 MDR cells viability, CellTiter-Glo, 72 h; Potency, µM (series often up to 46.1 µM), inactives show at the top dose activity change, negative = cytotoxicity, hits mostly cytotoxic; 400,000 compounds, 3.4% hits; AID 1347076, 2019; also: potency is read from the fitted curve at half-maximal effect; % is scaled to controls: 0 for no effect and ±100 for the full control effect; nearly all actives have a fitted effect of over 60% in size
#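 Cells of the MDR subline KB-V1 are plated, dosed with compound at multiple concentrations, and incubated 72 h at 37 degrees C; CellTiter-Glo is then added and luminescence read after 10 min.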
# TDP43 rescue – qHTS of TDP-43 Inhibitors; Potency, µM (doses to about 46.1 µM), for inactives: at the top dose growth rescue (activation), usual class: activators; 410,000 compounds, 1.8% hits; TDP-43 expressing yeast growth rescue, BacTiter-Glo, 24 h; also: potency is read from the fitted curve at half-maximal effect; % of control where 0% means no effect; nearly all actives have a fitted effect of over 50% in size
#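 In this qHTS, compounds that restore growth of yeast expressing TDP-43 appear as activators. Cells (OD600=0.02, galactose medium, raffinose-pregrown) are incubated with compound 24 hr at 30 deg C and growth is quantified by BacTiter-Glo.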
# GLP1R cytotox – qHTS of GLP-1 Receptor Inverse Agonists: Cytotox Screen. Potency, µM (highest dose often 38.3 µM), without a hit: at the highest dose activity change, negative = inhibition, most hits filed as inhibitors. AID 624418, 2012. HEK293 cAMP-luciferase reporter cells, luminescence, 24 h. 410,000 compounds, 0.13% hits;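 also: loss of luciferase light is scored as toxicity; potency is read from the fitted curve at half-maximal effect; % is scaled to controls: 0 for no effect and ±100 for the full control effect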
#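 Step one: seed cells (200 cells/uL, DMEM with 10% Nu serum, 1% pen-strep). Step two: 12-hour incubation at 37 deg C. Step three: pin 23 nL compound, incubate 24 hr. Step four: add luciferase reagent, read luminescence 12 min later.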
# PTHR1 ag – qHTS for PTHR1 Agonists: Primary Screen | HEK293 GP2 PTHR1 cells, GloSensor cAMP luminescence, 1 h | Potency, µM (highest dose often 115 µM), inactives show at the top dose activation, usual class: activators | 410,000 compounds, 0.075% hits; also: potency is read from the fitted curve at half-maximal effect; nearly all actives have a fitted effect of over 55% in size; some results filed as inactive show a strong effect at the top dose; inactives centre near -15; many of its hits are not listed in these tables
# Target sequence (Q03431 whole entry, looked up): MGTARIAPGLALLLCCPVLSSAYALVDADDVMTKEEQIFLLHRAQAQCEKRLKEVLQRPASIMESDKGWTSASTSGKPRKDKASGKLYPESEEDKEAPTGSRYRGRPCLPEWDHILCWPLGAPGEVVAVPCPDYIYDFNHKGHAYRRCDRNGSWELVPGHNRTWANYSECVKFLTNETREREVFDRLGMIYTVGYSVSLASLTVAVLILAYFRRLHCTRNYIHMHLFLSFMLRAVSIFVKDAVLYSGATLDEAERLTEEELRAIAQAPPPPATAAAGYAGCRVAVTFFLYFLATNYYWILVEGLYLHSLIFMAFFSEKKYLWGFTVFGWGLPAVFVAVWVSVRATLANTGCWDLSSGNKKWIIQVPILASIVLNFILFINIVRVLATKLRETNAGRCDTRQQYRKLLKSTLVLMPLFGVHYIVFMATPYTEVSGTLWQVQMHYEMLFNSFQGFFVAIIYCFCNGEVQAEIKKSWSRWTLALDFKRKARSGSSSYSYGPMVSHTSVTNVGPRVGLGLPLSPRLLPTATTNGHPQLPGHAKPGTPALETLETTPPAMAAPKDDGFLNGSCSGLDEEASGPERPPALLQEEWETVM
#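 HEK-293-derived GP2 cells expressing PTHR1 and a GloSensor cAMP reporter, 3,000/well, plated overnight, given luciferin plus IBMX (each 0.5 mM as added) for 1 h at 37 °C, then compound for 1 h at 37 °C. Luminescence was read after 15 min at room temperature.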
# GLP1R inv ag – qHTS of GLP-1 Receptor Inverse Agonists (Inhibition Mode) | Glucagon-like peptide 1 receptor (Homo sapiens), P43220 | 410,000 compounds, 1.6% hits | HEK293 GLP-1R CRE-luciferase, luminescence, 24 h; GLP-1R form is constitutively active | Potency, µM (series often up to 38.3 µM), for the others: at the top dose activity change, negative = inhibition, usual class: inhibitors | AID 624417, 2012; also: potency is read from the fitted curve at half-maximal effect; % is scaled to controls: 0 for no effect and ±100 for the full control effect; nearly all actives have a fitted effect of over 55% in size
#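 Inverse agonists were sought by their lowering of basal cAMP reporter luciferase output in HEK293 cells stably carrying constitutively active human GLP-1R, after 24 h compound treatment.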
# aSyn yeast inh – qHTS of alpha-syn Inhibitors; Yeast expressing alpha-synuclein, growth rescue, BacTiter-Glo, 24 h; Potency, µM (top dose mostly 46.1 µM), for inactives: top-dose growth rescue (activation), actives largely listed as activators; 370,000 compounds, 0.14% hits; AID 652106, 2013; also: potency is read from the fitted curve at half-maximal effect; % of control where 0% means no effect; nearly all actives have a fitted effect of over 65% in size
#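 Rescue of yeast growth: cells expressing toxic alpha-synuclein, induced in galactose at OD600 0.02, incubated with compound 24 h at 30 C. ATP luminescence quantified growth; inhibitors of toxicity appear as activators.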
# * hit, by the source's call; i = inactive; ? = inconclusive; . = not tested or not shown; & = joins results of further samples; [ ] = dose if it differs, or a comment. Unless noted, calls follow the shape of the dose curve; as a rule, active = well fitted curve in the direction sought with a large enough effect; inconclusive = small, poorly fitted or top-dose-only effect, or another doubt; inactive = no such curve, though single readings can be large; an effect the other way counts as inactive or inconclusive. A portion of the library, so the mix of outcomes need not match the whole.
molecule,DRD3 agonist,DRD3 antagonist,GLP1R ag,KB-V1 MDR tox,TDP43 rescue,GLP1R cytotox,PTHR1 ag,GLP1R inv ag,aSyn yeast inh
Cc1c(Cl)cccc1NC(=O)NCCCN1CCCC1=O,-14,-2,-1%,?,-9%,-8%,i,-13%,-2%
O=c1c2ccccc2nc(-c2ccco2)n1CCCn1ccnc1,2,-20,?,8.2µM*,-28%,-12%,-8%[57.5 µM],5%,-2%
COc1ccc2c(c1)CCC(C)N2S(=O)(=O)c1ccc(C2CNC(=O)C2)cc1 (stereo not given),0,-3,4%,?,-10%,-27%,i,-14%,0%
Cc1ccc(-c2nn(CC(=O)NC(C)c3ccccc3)c(=O)c3ccccc23)cc1 (stereo not given),-4,4,0%,-15%,3%,20%,i,-22%,-1%
COc1ccc(C(=O)NN2C(=S)N(c3ccc(OC)cc3)C(=O)C2CC(N)=O)cc1 (stereo not given),-3,-18,1%,?,7%,12%,-18%,1%,-4%
Cc1ccc2c(NC(=S)NC(=O)c3ccccc3)cccc2n1,3,-4,1%,0%,10%,-4%,i,1%,-5%
COc1cccc(OC)c1C(=O)Nc1ccnn1C,-5,-2,2%,24%,7%,-3%,i,14%,-8%
Cc1ccc(S(=O)(=O)NCc2ccccn2)cc1C,1,-12,2%,0%,-1%,1%,-23%,7%,-2%
O=S(=O)(c1ccc(Cl)cc1)c1cnc(-c2cccnc2)nc1-c1ccccc1,-14,12,-8%,0%,-3%,-2%,i,0%,-2%
CC(C)c1ccc(C2c3c(-c4ccccc4O)n[nH]c3C(=O)N2CCc2ccccc2)cc1 (stereo not given),7,.,.,.,13%,3%,i,-5%,.

# The closing 3 compounds of the section before are carried over, then new ones follow.
molecule,DRD3 agonist,DRD3 antagonist,GLP1R ag,KB-V1 MDR tox,TDP43 rescue,GLP1R cytotox,PTHR1 ag,GLP1R inv ag,aSyn yeast inh
Cc1ccc(S(=O)(=O)NCc2ccccn2)cc1C,1,-12,2%,0%,-1%,1%,-23%,7%,-2%
O=S(=O)(c1ccc(Cl)cc1)c1cnc(-c2cccnc2)nc1-c1ccccc1,-14,12,-8%,0%,-3%,-2%,i,0%,-2%
CC(C)c1ccc(C2c3c(-c4ccccc4O)n[nH]c3C(=O)N2CCc2ccccc2)cc1 (stereo not given),7,.,.,.,13%,3%,i,-5%,.
O=C1CCCC(=O)N1c1ccc(N2CCOCC2)c([N+](=O)[O-])c1,-7,-10,0%,-8%,-12%,-3%,-6%,26%,-1%
C=C1CCN([C@@H](Cc2ccccc2)C(=O)O)S(=O)(=O)c2ccccc21,-5,-7,-3%,16%,20%,-9%,-25%,9%,0%
O=C(Nc1nnc(S(=O)(=O)N2CCCCCC2)s1)c1cccc(Br)c1,-5&2,7,-9%,-3%&-24%,10%&3%,-25%&-17%,-43%&-47%,?,-1%
COc1cc(/C=C2\SC(=S)N(CCC(=O)N3CCN(C)CC3)C2=O)cc(OC)c1OC,-5,-24,5%,-23%,-17%,?,-1%,-21%,-7%
CCC(=O)N1CCc2cc(S(=O)(=O)NCCC(=O)N3CCN(c4ccccn4)CC3)ccc21,1,11,7%,-1%,-13%,-16%,-14%[57.5 µM],8%,-10%
CCC1C2CN(C(C)=O)CC=C2C(C#N)=C(N)C1(C#N)C#N (stereo not given),-8,?,0%,1%,-2%,14%,i,-15%,2%
COCCNC(=O)C1(C)CCCN(C(=O)c2ccccc2)C1 (stereo not given),1,26,1%,4%,9%,-3%,i,3%,-1%
CCC(OC(=O)c1nsc(Cl)c1Cl)C(=O)NCc1ccco1 (stereo not given),-7,-11,-11%,0%,18%,-1%,i,-1%,-1%
C=Cc1ccc(Cn2c(C)c(C(=O)NCc3ccc4c(c3)OCCO4)sc2=O)cc1,-10,?,3%,9.2µM*,?,-10%,-5%,-27%,-7%
CCN(CC)C(=O)c1ccc2c3c(cccc13)C(=O)N(CCc1ccc(OC)c(OC)c1)C2=O,8,0,-12%,7.3µM*,17%,?,-45%[inhibitor],?,-1%

# Following part.
molecule,DRD3 agonist,DRD3 antagonist,GLP1R ag,KB-V1 MDR tox,TDP43 rescue,GLP1R cytotox,PTHR1 ag,GLP1R inv ag,aSyn yeast inh
CCOC(=O)N1CCN(c2ccc(F)cc2[N+](=O)[O-])CC1,3,20,2%,5%,17%,-17%,-6%[57.5 µM],-8%,3%
Cn1c(SCC(=O)NC2CCCC2)nc2cccnc21,-4,4,5%,2%,0%,16%,-30%[57.5 µM],0%,4%
O=C(Nc1ccc2ccccc2c1)N1CCCN(CCOc2ccccc2)CC1,2,-78*,-5%,15µM*,7%,-19%,i,?,4%
CCOc1ccc(Nc2oc(-c3ccc(Cl)cc3)nc2C#N)cc1,0,7,0%,?,10%,-26%,i,?,-2%
CCCCCC(=O)Nc1ccc(N2CCN(CC)CC2)c(Cl)c1,-31,?,10%,0%,-20%,-23%,i,0%,-1%
C=C1CCC2C(C)(C)[C@@H](O)CC[C@@]2(C)[C@@H]1COc1ccc2ccc(=O)oc2c1 (stereo not given in full),0,-3,-3%,?,12%,?,-44%[inhibitor],?,18µM*
O=C1C(Cc2ccc(O)cc2)NC(=S)N1Cc1ccccc1 (stereo not given),-12,-12,21%,10%,-12%,-4%,5%,?,-1%
CCCCN(C(=O)c1cc2c(s1)CCCC2)c1c(N)n(CCC)c(=O)[nH]c1=O,1,-13,-2%,-1%,16%,2%,i,17%,-3%
OC[C@@H]1CN(Cc2ccc(-c3ccccc3)cc2)C[C@H](n2cnc3c(Nc4ccccc4)ncnc32)O1,23,72,-1%,21µM*,?,-30%,-51%[inhibitor],4.5µM*,?
CC(=O)Nc1ccccc1-c1ccc(C)o1,-12,0,-1%,-2%,-9%,3%,-12%[57.5 µM],8%,-9%

# Additional compounds follow:
molecule,DRD3 agonist,DRD3 antagonist,GLP1R ag,KB-V1 MDR tox,TDP43 rescue,GLP1R cytotox,PTHR1 ag,GLP1R inv ag,aSyn yeast inh
Cc1ccc(S(=O)(=O)N(CC(=O)N/N=C/c2cccc(C)c2)c2cccc3cccnc23)cc1,6,-13,-3%,-18%,0%,-5%,-6%,5%,-8%
CCOc1ccc(S(=O)(=O)N(C(=O)c2ccco2)c2cc3sc(=O)oc3c3ccccc23)cc1,-1,-7,-8%,?,13%,-6%,i,5%,3%
Cc1ccc(N(CC(=O)NC2CCCC2)C(=O)CCC(=O)Nc2nc(C)cs2)cc1,2,5,13%,?,-12%,-2%,i,-5%,9%
COc1cc(/C=N\NC(=O)c2ccc(C)nc2)ccc1OC(=O)c1ccco1,-5,0,1%,-8%,-16%,0%,-14%,8%,-3%
S=C1SC2(CCCCCC2)NC2=C1CCCCC2,1,33,5%,?,12%,?,-38%[inhibitor],?,0%
O=C(C1CCCO1)N1CCN(S(=O)(=O)c2cc(C(F)(F)F)ccc2Cl)CC1 (stereo not given),-4,0,5%,1%,-1%,-3%,i,10%,3%
C=CCN1C(=O)C(O)(CC(=O)c2ccc(N)cc2)c2ccccc21 (stereo not given),-3,?,2%,-1%,14%,16%,i,0%,-14%
Cc1cc(C)c2oc(=O)cc(CN3CCOCC3)c2c1,0,-24,6%,1%,2%,16%,i,13%,1%
COc1ccc(CCN2C(=O)COc3ccccc3C2C(=O)Nc2c(C)cccc2C)cc1OC (stereo not given),1,5,1%,-3%,0%,1%,-23%,22%,-6%
Cc1noc(C)c1CSCc1ccc(Cl)cc1,-2,-13,18%,0%,16%,-5%,i,?,-2%

# Continuation.
molecule,DRD3 agonist,DRD3 antagonist,GLP1R ag,KB-V1 MDR tox,TDP43 rescue,GLP1R cytotox,PTHR1 ag,GLP1R inv ag,aSyn yeast inh
Cc1ccc(NC(=O)CN(C)CC(=O)Nc2c(C)cccc2C)c(Br)c1,8,14,0%,-19%,13%,-2%,-6%[57.5 µM],?,-2%
CC1(C)CC(=O)C2=C(C1)OC(N)=C(C#N)C21CCN(Cc2ccccc2)CC1,12,-21,0%,26%,13%,0%,i,7%,0%
CC(O)(c1ccc(F)c(F)c1)c1nc(-c2cnc3ccccc3c2)cs1 (stereo not given),-21,-7,-2%,-12%,?,1%,-77%[inhibitor],-19%,-24%
[N-]=[N+]=NC(c1ccccc1)c1nc2ccccc2[nH]c1=O (stereo not given),12,6,10%,-2%,2%,-2%,i,-27%,-1%
Cc1noc(C)c1COC(=O)CCOc1ccccc1,0,22,2%,27%,9%,7%,i,4%,1%
O=C(Nc1ccccc1F)c1ccc2sc([C@@H]3O[C@H](CO)[C@H](O)[C@H](O)[C@H]3O)nc2c1,-9,-15,2%,3%,9%,-9%,-3%,9%,-3%
Cc1cc(N2CCOCC2)nc(SCC(=O)c2ccccc2)n1,10,10,29%,0%,-11%,7%,i,15%,-4%
CC(=O)c1ccc(N2CCN(C(=O)CCS(=O)(=O)c3ccc4c(c3)NC(=O)CS4)CC2)cc1,2,17,14%,14%,9%,-14%,-30%[inhibitor],12%,-5%
CC1CCc2sc3ncnc(N4CCN(C)CC4)c3c2C1 (stereo not given),-16,?,19%,0%,-8%,-17%,i,?,1%
O=C1N=C(N2CCOCC2)S/C1=C/c1ccc(-c2ccc(F)cc2)o1,1,0,5%,0%,-6%[9.22 µM],18%,-2%,19%,11%
CCCCN(CCCNC(=O)c1ccc(CS(=O)(=O)c2ccc(OC)cc2)o1)Cc1ccccc1,0,-19,14%,-15%,5%,-6%,i,?,-4%
COc1ccccc1C1=NOC(COC(=O)c2ccc3ccccc3n2)C1 (stereo not given),1,-3,0%,2%,-6%,5%,i,6%,3%
